yeast mec2-1 – NCI yeast anticancer drug screen, S. cerevisiae mec2-1 strain | growth inhibition, % at 50 µM | 79,000 tested, 9% active;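 further: 0% = growth of vehicle-only cultures of the same strain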
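Mutant yeast (mec2-1) grown with compound; growth inhibition relative to vehicle control reported.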
sgs1 mgt1 – NCI yeast anticancer drug screen, S. cerevisiae sgs1 mgt1 strain | % growth inhibition at 50 µM | 78,000 tested, 10% active | AID 161;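 further: 0% = growth of vehicle-only cultures of the same strain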
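Yeast cells carrying a defined DNA-repair defect were exposed to test compounds. Growth inhibition was measured relative to vehicle-treated controls.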
yeast bub3 – NCI yeast anticancer drug screen, S. cerevisiae bub3 mutant strain. 78,000 tested, 9.9% active. % growth inhibition at 50 µM. AID 167;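 further: 0% = growth of vehicle-only cultures of the same strain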
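Inhibition values come from growth of compound-treated mutant yeast normalised to vehicle-treated controls.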
mlh1 rad18 – NCI yeast anticancer drug screen, S. cerevisiae mlh1 rad18 strain | growth inhibition, % at 50 µM | 79,000 tested, 11% active | AID 175;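 further: 0% = growth of vehicle-only cultures of the same strain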
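Yeast w/ defined DNA-repair lesions; compound exposure; growth vs vehicle controls → % inhibition.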
yeast rad50 – NCI yeast anticancer drug screen, S. cerevisiae rad50 strain | % growth inhibition at 50 µM | 79,000 tested, 10% active | AID 155;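 further: 0% = growth of vehicle-only cultures of the same strain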
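A DNA repair-deficient yeast mutant serves as the test organism; compound-induced growth inhibition is calculated against vehicle-treated cells.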
yeast cln2 rad14 – NCI yeast anticancer drug screen, S. cerevisiae cln2 rad14 strain. % growth inhibition at 50 µM. 78,000 tested, 8.3% active. AID 165;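 further: 0% = growth of vehicle-only cultures of the same strain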
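Relative to vehicle controls, growth inhibition of compound-treated cln2 rad14 yeast was recorded.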
* hit, by the source's call; & = joins results of further samples. No stated cut-off is given here; in the data, active means growth inhibition above about 70%; inactive means the rest. Rows are unselected, and some 13% of all compounds hit somewhere here.

Second line of a record – yeast mec2-1, sgs1 mgt1, yeast bub3, mlh1 rad18, yeast rad50, yeast cln2 rad14
CN1CCN(C(=S)N(C(=O)c2ccc(Cl)cc2)c2ccccc2)CC1
  -37, -21, 5, -7, -49, -7
COc1cc2c(cc1OC)[C@H]1C(COC(=O)c3ccccc3)CSC(=Nc3ccccc3)N1CC2 (stereo not given in full)
  18, 36, 37, 22, 22, 50
COC(=O)C1=C(C)NC2(C)SC1C(C)C2C(=O)OC (stereo not given)
  10, 12, 14, 4, 14, 20
COC(=O)c1ccc2c(c1)C(NC(C)=O)CCc1cc(OC)c(OC)c(OC)c1-2 (stereo not given)
  8, 10, 11, 15, 20, -16
O=C(O)c1n[nH]c2ccccc12
  -14, 4, -6, -10, 8, 6
CC(=O)O[C@]12CCCCCC1C1(O)C(O)CCCC[C@H]12 (stereo not given in full)
  -24, -21, -10, -16, 10, 4
Nc1nnc2nc(CC(=O)c3ccc(Cl)c(Cl)c3)/c(=C/C(=O)c3ccc(Cl)c(Cl)c3)n12
  12, -12, 2, -10, 12, 17
c1ccc(C2=NCCC(c3ccccc3)S2)cc1 (stereo not given)
  -4, 55, 68, 22, -3, -42
CCO/N=C(\NC(=O)NC(=O)/C(=N/OCC)c1ccccc1)c1ccccc1
  -8, -4, -2, -27, 8, -15
Cc1ccc(C(=O)CC2=NC3NN(c4ccccc4)C(=O)C3=C2CC(=O)c2ccc(C)cc2)cc1 (stereo not given)
  2, 5, -9, 45, 38, -13
CC(=O)C1C(=O)OC(C)=C(C(=O)O)C1=O (stereo not given)
  25, 24, 12, 31, 30, 28
COc1cc(/C=N/N2CN(C(C)C(=O)O)B(Nc3ncccn3)N=C2N)cc(OC)c1 (stereo not given)
  -15, 26, 14, -5, 1, -8
CCCCOC(=O)C(C)C(=O)CCC(C)CC (stereo not given)
  3, -1, 8, 4, 5, -7
COc1cccc2c1C(=O)c1c(O)c3c(c(O)c1C2=O)C[C@@](O)(/C(C)=N/NC(=O)c1ccc(Cl)c(Cl)c1)C[C@@H]3OC1CC(N)C(O)C(C)O1 (stereo not given in full)
  50, 45, 99*, 53, 42, 73*
CC(C)(C)c1ccc(O)c(CN(Cc2c(O)ccc3ccccc23)C2CCCCC2)c1
  98*, 98*, 97*, 98*, 98*, 98*
CCOc1ccc(/C=C2N=C(/C=C/c3ccccc3)OC\2=O)cc1
  15, 19, 3, 4, 19, 17
CC(=O)c1cc2c(Br)cccc2oc1=O
  -42, -32, -43, -36, -38, -3
Nc1nc(=S)[nH]c(C(=O)Nc2ccc(Cl)c(Cl)c2)c1-c1ccc(Cl)cc1
  2, -22, 0, -25, -6, 15
COc1cc2c(cc1OC)[C@H]1Cc3cc(OC)c(OC)cc3[C@@H](C2)N1C(C)=O
  -11, -17, 21, -4, -2, 23
COC1OC(COC(=O)c2ccc([N+](=O)[O-])cc2)C(SC#N)C1OC(=O)c1ccc([N+](=O)[O-])cc1 (stereo not given)
  7, 24, 2, 22, 33, 17
CC(=O)N1CCN(C(C)=O)C2C1N(C(C)=O)CCN2C(C)=O (stereo not given)
  -11&-19, 12&-25, 20&-20, 36&-17, 12&-12, 27&-20
CCN(CC)CCNC(=S)NNc1nc(C)ccc1[N+](=O)[O-]
  32, 11, 21, 31, -48, -18
CC(C(=O)O)C(C)C(=O)Nc1ccccc1 (stereo not given)
  6, 11, 2, 28, 34, 24
COc1cc2c(cc1O)CN1Cc3c(ccc(OC)c3O)C2C1 (stereo not given)
  -14, -2, -12, 1, -16, -1
COC(=O)C1CCc2nnc(-c3ccccc3)n21 (stereo not given)
  -17, 10, 6, -17, -10, 6
NCCCNCCCCNC(=O)C(O)NC(=O)CC(O)CCCCN=C(N)N (stereo not given)
  -1, -23, -3, -24, -1, 17
OCC12OCC(C=CC1O)O2 (stereo not given)
  17, -5, 0, -8, -13, 1
COc1cc2c(cc1OC)C1c3ccccc3CCCN1CC2 (stereo not given)
  -4, -57, -24, -27, -40, 1
CCN(CC)CCNc1nnc(NCCN(CC)CC)c2cc3ccccc3cc12
  21, -10, 0, 7, 4, -4
COC(=O)C1OC(O[C@H]2CC[C@]3(C)[C@H]4CC=C5[C@@H]6CC(C)(C)CC[C@]6(C(=O)OC)CC[C@@]5(C)[C@]4(C)CC[C@H]3C2(C)C)C(O)C(O)C1O (stereo not given in full)
  -8, 2, 24, 15, 5, 6
O=c1ccnc(Sc2ccc([N+](=O)[O-])cc2[N+](=O)[O-])[nH]1
  55, 84*, 53, 50, 47, 59
c1ccc(-c2cnc(C3CCCCC3)o2)cc1
  -14, 15, 17, 6, 28, 10
Oc1ccc(O)c(-n2cccn2)c1
  -3, -8, -21, -17, 32, 10
COc1ccc(N2C(=O)OC3(CCN(Cc4ccccc4)CC3)C2=O)cc1
  13, 8, 8, 16, -2, 8
CCOc1ncn(-c2ccc(NC(=S)Nc3cccc(O)c3)cc2)n1
  9, -43, -43, -27, -7, 14
CC(C)C(=O)OCCOc1ccc(C(C)(C)C)cc1
  3, 7, 15, 14, 6, -5
Cc1c2ccccc2c(CCl)c2ccc3ccccc3c12
  97*, 98*, 99*, 97*, 98*, 98*
CC(C)O[Si](OC(C)C)(OC(C)C)OC(C)C
  -16, -9, 10, 3, 13, -3
Cc1ccc(S(=O)(=O)OC2CCCC2OS(=O)(=O)c2ccc(C)cc2)cc1 (stereo not given)
  14, -8, -2, -10, 0, 23
CCOC(=O)C1C=CC(C)N(C(=O)OCC)N1C(=O)OCC (stereo not given)
  2, 8, 50, -14, 0, -2
CCCCCn1cnc2c1S(=O)(=O)N(C)C(NC(=O)c1ccccc1)=N2
  -27, -21, -21, -32, -55, -11
CCCCC/C(C)=N\NC(N)=S
  -6, -16, 20, -2, 16, 2
CCOC(=O)C1CN(C2CCCCC2)CCC1=O (stereo not given)
  -27, 5, 1, -24, -2, -37
Cc1cc(Cc2ccccc2Cl)ccc1O
  100*, 100*, 99*, 96*, 99*, 99*
O=C(O)CCSSCCCCCS(=O)O
  -2, 8, 13, 13, 55, 1
Cc1ccc2nc(-c3ccc(N=NNc4ccc(-c5nc6ccc(C)c(S(=O)(=O)O)c6s5)cc4)cc3)sc2c1S(=O)(=O)O
  7, -10, 12, 19, 24, 18
NNC(=O)C(=O)N/N=C(/CCC(=O)NCCc1ccccc1)CC(=O)c1ccccc1
  3, 9, -3, 23, 28, 6
O=CN/N=C/c1ccc2c(c1)CCC2
  -14, 5, 14, 10, 3, -9
COc1ccc2c(c1)OCc1c-2oc2ccccc2c1=O
  -5, -11, -4, -5, -25, -25
c1ccc(C2c3ccccc3CN2c2ccccc2)cc1 (stereo not given)
  6, 11, 23, 2, 25, 9
CC(=O)c1cccc(NC(=O)Oc2ccc(Cl)cc2Cl)c1
  18, 3, 11, 4, 5, 1
Cc1cncc(C)c1P(=O)(O)O
  -6, -9, 4, 4, -10, -20
C=C1OC(=O)C(N)=C1C(C)=O
  24, 9, 4, 12, -3, -5
CC(=O)Nc1cc2c(cc1F)-c1ccc([N+](=O)[O-])cc1C2
  -1, -1, 11, 8, 31, -18
CCN(CC)CCNC(=O)c1ccc(C)c(OCc2ccccc2)c1[N+](=O)[O-]
  -9, 27, 35, -20, -9, -27
CCCCCCCCCCCCCCCCCC(=O)OCC1CO1 (stereo not given)
  10, 22, 19, 21, 23, 13
O=C(Nc1nccs1)Nc1cc(F)ccc1F
  42, 22, 37, 8, 6, -13
CC(=O)Nc1cccc(Oc2ccc(Br)cc2[N+](=O)[O-])c1
  10, 83*, 43, 70*, 58, 25
O=c1c2cc([N+](=O)[O-])ccc2n2n1Cc1ccccc1C2
  -13, -8, 8, 6, 29, 12
COc1ccc(C(=O)C2COC(=O)C2=O)cc1OC (stereo not given)
  18, -10, -2, -1, 14, 2

Other records follow:
Second line of a record – yeast mec2-1, sgs1 mgt1, yeast bub3, mlh1 rad18, yeast rad50, yeast cln2 rad14
[N-]=[N+]=Nc1ccccc1C(=O)NC(=O)Nc1ccccc1
  2, 6, 2, -2, -14, -19
COCCOC(=O)c1ccc(C(N)=NC2CCCCC2)cc1
  4, 4, 9, -1, -1, 1
COc1ccc(C(=O)CC(C#N)c2ccc(OC)cc2)cc1 (stereo not given)
  3, 1, -5, -1, -6, -21
CC(NC(=O)Cc1ccccc1)C(=O)NN (stereo not given)
  -27, -5, 2, -14, -32, -33
COc1cccc2c1OC(c1cccc3ccccc13)C([N+](=O)[O-])=C2 (stereo not given)
  62, 61, 55, 59, 62, 47
CSc1nc(N)c(NS(=O)(=O)c2ccc(NC(C)=O)cc2)c(=O)[nH]1
  2, 9, 2, 15, 6, -13
COc1cc2nn(-c3ccccc3)nc2c2nonc12
  -4, -39, -29, -22, -29, -7
CCCCCCNC1=C(OC)C(=O)C(NCCCCCC)=C(OC)C1=O
  8, 2, 8, -14, -7, -55
COCCOC(=O)c1ccc(C(C)C)cc1
  0, 0, 3, 0, 9, -9
COc1cc2c(cc1OC)-c1ccc3cc4c(cc3c1N(C)C2)OCO4
  -37, 10, -13, -3, -4, -5
CCCCOC(C)COCC(C)OCC(C)O (stereo not given)
  -6, -31, -11, -5, -5, -44
CNCc1ccccc1[N+](=O)[O-]
  -4, -4, 4, 0, 7, -10
Cc1ccc(SCc2ccc(Cl)cc2Cl)nn1
  94*, 83*, 94*, 94*, 97*, 26
O=C(O)c1nc2ccccc2nc1Nc1ccc(Cl)c(Cl)c1
  1, -8, 30, -52, -13, 2
NC(=S)C(=Nc1ccccc1F)Nc1ccccc1F
  -10, 62, 33, 66, 8, 6
CCCCCCCCCCCC(=O)OC(C)CO (stereo not given)
  -11, -4, -1, 17, -4, -33
Cc1cc(O)c([N+](=O)[O-])c(C)c1[N+](=O)[O-]
  35, 4, 39, 0, 2, 41
COc1c2c(c(OC)c3c(=O)c4ccccc4[nH]c13)OCO2
  -9, 27, 18, 23, 13, -2
COC(=O)c1[nH]c(=O)c(C#N)c(C(=O)OC)c1-c1ccc(F)cc1
  -24, -15, -21, 0, -5, -2
COC(=O)c1cc(C(=CCC[C@H]2CC[C@@]3(C)C(CCC4C3CC[C@@]3(C)C4CC[C@@H]3C(C)CCCC(C)C)C2)c2cc(Cl)c(O)c(C(=O)OC)c2)cc(Cl)c1O (stereo not given in full)
  4, -10, 5, -18, 0, 7
CCOc1ccc(/C=C/C(=O)c2sc(NNC(C)=O)nc2C)cc1
  25, -12, 26, 22, 20, 13
Nc1ccc(-c2cc3ccc(C4=NCCN4)cc3[nH]2)cc1
  3, -2, 5, 0, -6, -34
CCC(/C=C/c1ccccc1)=N\NC(=O)c1ccc(C)cc1
  11, 12, 16, 5, 9, -4
CCN(CC)CCOC(=O)c1ccc(NC(=O)OCC#CCOC(=O)Nc2ccc(C(=O)OCCN(CC)CC)cc2)cc1
  6, 4, 7, 22, 8, 5
CCCCC1CCC(N)CC1 (stereo not given)
  5, 7, 14, 13, 12, -31
C=C(C)[C@H]1CC(=O)[C@@]2(C)C[C@H]3O[C@]3(C)CC/C=C(\C)CC[C@H]12
  14, 33, 31, 52, 20, 15
CN(C)c1ccc(N=Nc2cccc3ccccc23)cc1
  0, 4, -6, 12, 34, 50
COC(=O)CC1NC(=O)C1C(C)(OC)OC (stereo not given)
  6, -19, 5, 0, 9, 4
COC1C(OC(C)=O)CC(=O)OC(C)C/C=C/C=C\C(O)C(C)CC(CC=O)C1OC1OC(C)C(OC2CC(C)(O)C(OC(=O)CC(C)C)C(C)O2)C(N(C)C)C1O (stereo not given)
  -26&-10, -34&-23, -31&-27, -7&-2, -3&0, 5&-5
NC(=O)C1CC2(c3ccccn3)c3ccccc3C1c1ccccc12 (stereo not given)
  8, 10, -22, -6, 0, 4
CCOC(=O)c1cc2c(OC)cc(OC)cc2oc1=O
  3, 25, 29, 3, 22, 33
OCCCN1CCCC12CCCCC2
  -3, -11, -2, 9, -2, -15
CCOC1(c2ccccc2)c2ccccc2S(=O)(=O)N1C (stereo not given)
  1, 11, 41, 9, 11, 57
O=C1OC(c2ccc([N+](=O)[O-])cc2)=N/C1=C\c1cccc([N+](=O)[O-])c1
  21, 36, 22, 52, 23, 38

Ordered by SMILES length (low to high): 6 of the compounds above.
Second line of a record – yeast mec2-1, sgs1 mgt1, yeast bub3, mlh1 rad18, yeast rad50, yeast cln2 rad14
OCCCN1CCCC12CCCCC2
  -3, -11, -2, 9, -2, -15
COC(=O)CC1NC(=O)C1C(C)(OC)OC (stereo not given)
  6, -19, 5, 0, 9, 4
CCOC(=O)c1cc2c(OC)cc(OC)cc2oc1=O
  3, 25, 29, 3, 22, 33
CCOC1(c2ccccc2)c2ccccc2S(=O)(=O)N1C (stereo not given)
  1, 11, 41, 9, 11, 57
O=C1OC(c2ccc([N+](=O)[O-])cc2)=N/C1=C\c1cccc([N+](=O)[O-])c1
  21, 36, 22, 52, 23, 38
C=C(C)[C@H]1CC(=O)[C@@]2(C)C[C@H]3O[C@]3(C)CC/C=C(\C)CC[C@H]12
  14, 33, 31, 52, 20, 15
